Assay outcomes from PubChem BioAssay.
RSV CPE inhibition: inhibition of RSV-induced cytopathic effect – HEp-2 cells, primary 10 µM value included (AID 2391); 310,000 tested, 0.13% active; one-dose CPE inhibition, % at 10 µM; IC50 in µM for titrated hits; HEp-2 cells, RSV-induced CPE inhibition; higher % means a stronger effect; in the data active = a potency from the dose series; inconclusive = CPE inhibition mostly from about 23% at the one dose, without a potency; inactive = the rest, 99 in 100 with CPE inhibition below about 21%; note: strong numbers were not always called active
SV40 large T antigen: SV40 large T antigen inhibitors, biochemical (AID 1903) | 310,000 tested, 0.39% active | one-dose inhibition, % at 20 µM; IC50 in µM for titrated hits | SV40 large T antigen ATPase/helicase inhibition assay; higher % means a stronger effect; in the data active = a potency from the dose series; inconclusive = inhibition mostly from about 32% at the one dose, without a potency; inactive = the rest, 99 in 100 with inhibition below about 32%; note: strong numbers were not always called active
SIAH1 antagonists: blockers of Siah-1 interaction with plectin peptide – biochemical, fluorescence polarization, rhodamine-plectin, uHTS, primary screen (AID 1817); 290,000 tested, 0.02% active; displacement, % at 20 µM; hits with a dose series show IC50 in µM; Siah-1 / rhodamine-plectin peptide fluorescence polarization; higher % means a stronger effect;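 active = displacement of at least 50% at 20 µM, with a fluorescence ratio check between 0.3 and a set limit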;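 note: plate controls were Siah plus tracer with DMSO for no effect and tracer alone without Siah for full effect; strong numbers were not always called active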
Dengue-2 NS5 capping: flavivirus cap methylation enzyme inhibition – biochemical, confirmation dose response, primary screen (AID 588689). Dengue-2 NS5 methyltransferase capping enzyme assay, biochemical; higher % means a stronger effect. inhibition, % at 25 µM; hits with a dose series show IC50 in µM. 340,000 tested, 0.3% active; in the data active = a potency from the dose series; inconclusive = inhibition above about 29% without an active follow-up result
AID2073: inhibitors of Mint1-CaV2.2 protein interaction, biochemical, HTRF (AID 2073); HTRF protein-protein interaction, Mint1-CaV2.2; higher % means a stronger effect; inhibition, % at 20 µM; hits with a dose series show IC50 in µM; 290,000 tested, 0.19% active; in the data active = inhibition mostly above about 51%, no sharp cut-off; inconclusive = no clear call, values can overlap the other calls; inactive = mostly below about 53%; note: some results filed as inactive read as strong as hits
NTR1 agonist: NTR1-driven beta-arrestin-GFP spot formation – imaging, U2OS cells, high content, primary screen (AID 493036) | P30989 | agonist mode | activation, % at 20 µM | 330,000 tested, 0.17% active;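 active = activation at or above 40% of the spot to cytoplasm intensity ratio, with at least 20 cells analyzed; inconclusive = wells under 20 cells, flagged as cytotoxic or low count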;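 note: 0% = DMSO without peptide and 100% = 100 nM NTR1 peptide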
Target sequence (P30989 whole entry, looked up): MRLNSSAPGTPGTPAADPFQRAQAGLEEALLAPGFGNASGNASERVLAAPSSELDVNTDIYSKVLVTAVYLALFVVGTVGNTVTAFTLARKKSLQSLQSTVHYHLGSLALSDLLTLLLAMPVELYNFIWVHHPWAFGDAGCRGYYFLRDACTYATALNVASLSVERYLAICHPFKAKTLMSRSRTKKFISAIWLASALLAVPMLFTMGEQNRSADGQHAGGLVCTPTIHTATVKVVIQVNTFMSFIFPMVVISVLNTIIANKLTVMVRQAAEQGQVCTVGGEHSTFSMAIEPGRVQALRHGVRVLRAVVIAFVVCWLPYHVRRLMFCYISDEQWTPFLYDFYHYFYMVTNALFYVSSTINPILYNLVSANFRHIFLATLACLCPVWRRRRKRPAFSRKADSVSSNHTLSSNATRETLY
MgcRacGAP inhibition: MgcRacGAP GTPase-activating activity inhibitors, confirmation, biochemical, ADP Hunter fluorescence | MgcRacGAP-stimulated Rac1 GTP hydrolysis, ADP Hunter fluorescence; higher % means a stronger effect; GST-tagged Rac1 F28L mutant substrate | one-dose inhibition, % at 30 µM; IC50 in µM for titrated hits | 340,000 tested, 0.6% active | AID 624330;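 active = first-screen hits whose inhibition reached a set limit at any dose in the follow-up dose series; inconclusive = inhibition above the set first-screen limit but never retested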;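 note: fluorescence reports GDP produced by GAP-driven GTP hydrolysis; strong numbers were not always called active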
UTI89 phage lysis: protection from phage-mediated lysis, alamar blue read-out – E. coli UTI89, K1F phage, bacterial capsule biogenesis inhibitors (AID 488966); E. coli UTI89 K1F phage lysis, alamar blue, 2 h; higher % means a stronger effect; inhibition, % at 100 µM, or IC50 in µM where a hit was titrated; 340,000 tested, 0.02% active;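 active = phage lysis inhibition, versus mean bacterial control, above a set limit; inconclusive = no clear call, values can overlap the other calls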;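 note: capsule biogenesis inhibitors block K1F phage lysis so surviving cells raise fluorescence; higher fluorescence means more inhibition of phage lysis; actives were called in the ten point dose series up to 300 µM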
West Nile virus CPE: inhibition of WNV-induced cytopathic effect – cell-based, CPE readout (AID 1621) | West Nile virus-infected cells, CPE inhibition; higher % means a stronger effect | CPE inhibition, % at 10 µM, or IC50 in µM where a hit was titrated | 290,000 tested, 0.02% active; in the data active = a potency from the dose series; inconclusive = CPE inhibition mostly from about 3.7% at the one dose, without a potency; inactive = the rest, 99 in 100 with CPE inhibition below about 2.2%; note: strong numbers were not always called active
NTR1 agonist cell count 20 µM: further read-out of NTR1 agonist, marked with its call; cell count; measured here: cell count, cytotoxicity flag
Dengue-2 NS5 capping pilot replicate: also measured in Dengue-2 NS5 capping; calls as there; inhibition, %; measured here: pilot screen replicate inhibition
Active calls of the source: *; ? = inconclusive; / = no result given; [ ] = another dose, or the depositor's remark.

SMILES	RSV CPE inhibition	SV40 large T antigen	SIAH1 antagonists	Dengue-2 NS5 capping	AID2073	NTR1 agonist	NTR1 agonist cell count 20 µM	MgcRacGAP inhibition	UTI89 phage lysis	West Nile virus CPE	others
C=CCc1cc(OC)ccc1OCCCCn1cncn1	0.9%	21%	4%	/	-2%	1.7	75	23%	1.5%	-0.6%
CC1CCN(C(=O)CNC(=O)CNC(=O)Cc2ccccc2)CC1	1.4%	10%	8%	-1%	4%	-0.8	59	4%	0.0%	-0.5%
CC12CCC(C(=O)NNC(=O)c3ccc(Br)cc3)(OC1=O)C2(C)C (stereo not drawn)	0.1%	3%	0%	2%	12%	0.3	71	8%	0.5%	-0.4%
Cc1c(C#N)c2ncn(CCCN(C)C)c(=O)c2n1-c1ccccc1	-0.1%	4%	5%	11%	-2%	1.2	29	14%	3.0%	-0.4%
CN(CC(=O)Nc1ccc(F)c(F)c1F)C(=O)C1CC(=O)N(C2CCCC2)C1 (stereo not drawn)	/	/	/	2%	/	0.6	55	3%	0.8%[50 µM]	/
Cc1nnc(SCc2cccs2)[nH]c1=O	2.5%	8%	3%	5%	-6%	-0.9	65	1%	2.2%[50 µM]	0.3%
CCN1C(=O)c2cccc3c(S(=O)(=O)Nc4ncccc4C)ccc1c23	13%	5%	-2%	-6%	16%	-0.1	44	4%	0.7%	0.4%
COc1ccc(NC(=S)Nc2ccccc2OC)c(OC)c1	3.6%	17%	-4%	4%	22%	2.5	33	9%	0.3%	-0.2%
CCN(CC)S(=O)(=O)c1ccc(N2CCOCC2)c(NC(=O)c2cnccn2)c1	3.3%	22%	-5%	-6%	-8%	1.5	53	8%	0.8%[50 µM]	?
ClCC1CN(Cc2ccccc2Cl)CCO1 (stereo not drawn)	1.9%	12%	4%	-13%	3%	-0.4	60	5%	0.2%	0.2%
Cc1coc2cc3oc(=O)c(Cc4ccccc4)c(C)c3cc12	2.5%	1%	2%	-8%	6%	2.1	54	5%	3.8%	-1.2%
COc1ccc(-c2cc(C(=O)NCc3ccco3)c3ccccc3n2)cc1OC	0.6%	12%	/	-3%	/	-0.4	48	10%	-0.1%	/
O=C(CC(=O)Nc1ccccc1[N+](=O)[O-])Nc1ccccc1[N+](=O)[O-]	3.6%	4%	6%	-3%	11%	1.7	93	8%	1.0%	-0.6%
CC1CN(CCOc2ccccc2-c2ccccc2)CC(C)O1 (stereo not drawn)	0.8%	7%	0%	-1%	0%	-1.2	52	18%	5.0%	-1.1%
O=C(NCC(=O)N1CCN(C/C=C/c2ccccc2)CC1)c1ccc(OC(F)F)cc1	-0.4%	/	/	-6%	/	0.2	50	0%	0.3%[50 µM]	/
NC(=O)Cc1nc(-c2ccccc2)cs1	2.1%	4%	-4%	-3%	8%	2.5	55	10%	1.1%	-0.2%
CCN(CC)S(=O)(=O)c1ccc(Cl)c(NC(=O)c2ccc(C#N)cc2)c1	11%	3%	1%	-4%	7%	0.5	43	4%	3.7%	-0.5%
Cc1cccc(C)c1NC(=S)NN1CCN(C)CC1	0.9%	4%	-1%	-8%	-5%	3.1	60	0%	0.1%	0.1%
O=C(COc1ccc(Cl)cc1Br)NC1CC1	15%	/	/	-4%	/	-1.0	49	8%	0.9%[50 µM]	/
Cc1cc(C)c(C)c(S(=O)(=O)Nc2ccccc2N2CCOCC2)c1C	/	/	/	3%	/	5.0	66	7%	1.4%[50 µM]	/
Cc1cc(C)c(C#N)c(SCC(=O)Nc2c(C)n(C)n(-c3ccccc3)c2=O)n1	/	/	/	-1%	/	1.8	55	2%	0.2%	/
CCCOC(=O)/C(=C\C=C\c1ccccc1)NC(=O)c1ccccc1	3.5%	7%	1%	-6%	-6%	0.2	36	-2%	-2.6%	-1.3%
CC1CCCCN1c1nc(-c2ccncc2)nc2ccccc12 (stereo not drawn)	50%	10%	-2%	5%	1%	-0.3	67	5%	2.8%	-0.1%
COc1cc2c(cc1OC)CN(Cc1cccs1)CC2	0.7%	5%	4%	2%	14%	-1.6	73	24%	-0.6%	-0.5%	Dengue-2 NS5 capping pilot replicate=0.0

In the list so far, 2 have an aryl thioether with sulfur outside any ring.
SMILES	RSV CPE inhibition	SV40 large T antigen	SIAH1 antagonists	Dengue-2 NS5 capping	AID2073	NTR1 agonist	NTR1 agonist cell count 20 µM	MgcRacGAP inhibition	UTI89 phage lysis	West Nile virus CPE	others
Cc1nnc(SCc2cccs2)[nH]c1=O	2.5%	8%	3%	5%	-6%	-0.9	65	1%	2.2%[50 µM]	0.3%
Cc1cc(C)c(C#N)c(SCC(=O)Nc2c(C)n(C)n(-c3ccccc3)c2=O)n1	/	/	/	-1%	/	1.8	55	2%	0.2%	/

(more compounds)
SMILES	RSV CPE inhibition	SV40 large T antigen	SIAH1 antagonists	Dengue-2 NS5 capping	AID2073	NTR1 agonist	NTR1 agonist cell count 20 µM	MgcRacGAP inhibition	UTI89 phage lysis	West Nile virus CPE	others
O=C(NCc1cccnc1)C(=O)NCC1OCCN1S(=O)(=O)c1ccccc1 (stereo not drawn)	-0.3%	1%	15%	1%	10%	2.9	62	11%	1.5%	0.1%
COc1ccc(NC(=O)CNC(c2ccccc2)c2ccccc2)cc1Cl	?	0%	0%	-1%	4%	4.3	45	6%	-0.2%	-1.3%
Cc1ccc2c(c1)N(CC(=O)NC(C)CCc1ccccc1)C(=O)c1cccnc1O2 (stereo not drawn)	0.3%	/	4%	3%	10%	-3.4	59	-1%	-1.7%	-0.4%
CCN(CC)S(=O)(=O)c1ccc(O)c(C(=O)OCC(=O)Nc2cc(C)c(C)cc2[N+](=O)[O-])c1	1.4%	-3%	-2%	0%	30%	0.1	44	3%	0.1%	-0.1%
CCOCC(=O)Nc1c(C(=O)Nc2ccc(OC)cc2OC)oc2ccccc12	1.6%	10%	-1%	-2%	4%	11	85	4%	0.5%	0.2%
Cc1ccccc1OCC(=O)OCC(=O)N1CCCc2ccccc21	-0.5%	4%	/	-10%	/	0.2	71	5%	0.7%[50 µM]	/
CC1(C)CC(NC(=O)CC2CCCCC2)CC(C)(C)N1	-1.4%	5%	0%	7%	-8%	0.4	33	9%	0.4%	-0.1%
Cc1cc2nc(Cl)c(Cl)nc2cc1C	1.5%	10%	2%	-4%	42%	4.9	72	5%	0.1%	-0.1%
O=C1c2ccccc2C(=O)N1CC(=O)N1c2ccccc2Sc2ccccc21	-1.6%	0%	-2%	-2%	-11%	1.2	47	4%	4.8%	-0.6%
COc1ccc(N=Nc2ccc(N)nc2N)cc1	1.7%	23%	-3%	1%	-16%	0.3	58	19%	0.3%	0.0%
O=C(Nc1nnc(S(=O)(=O)N2CCOCC2)s1)c1ccc(Cl)cc1	2.0%	2%	-1%	-1%	21%	2.1	46	-1%	-1.0%	-0.8%
CSCCCNC(=S)N1CCN(S(=O)(=O)c2cccc(C(F)(F)F)c2)CC1	1.6%	17%	3%	-8%	-13%	0.0	68	10%	0.0%	-0.3%
CCn1c(=O)n(CC)c2cc(N3CCCC3)c(NC(=O)c3ccccc3C)cc21	11%	36%	0%	13%	-23%	5.1	61	?	-0.2%	-0.6%
Cc1cc(C(=O)COC(=O)c2ccc[nH]c2=O)c(C)n1CCc1ccc(F)cc1	4.1%	21%	4%	-1%	8%	-0.1	70	-2%	-0.6%	-0.6%
CC1=C(C(=O)OC(C)C)C(c2cccs2)C(C(=O)OC(C)C)=C(C)N1	8.2%	16%	1%	-5%	-7%	4.5	51	9%	-0.1%	-0.7%
O=C1C(=O)N(CCS(=O)(=O)c2ccccc2)c2ccc(F)cc21	2.1%	4%	1%	3%	3%	0.4	49	0%	0.2%	0.4%
Cc1ccccc1C(=O)NC(=S)NCCC1=CCCCC1	-0.7%	5%	-4%	/	-9%	11	43	/	/	-1.3%
CCN1CCN(C(=O)CCCn2c(C)c3cnn(-c4ccccc4)c(=O)c3c2C)CC1	0.7%	8%	4%	-7%	-8%	-1.7	55	1%	-2.4%	0.1%
O=C(Nc1ccc(F)cc1F)c1ccc(-n2cncn2)nc1	1.1%	-5%	0%	10%	6%	1.0	82	-11%	-0.7%	0.1%	Dengue-2 NS5 capping pilot replicate=-1.7
Cc1ccc(N2C(=O)C(CN3CCOCC3)C2c2ccccc2)cc1 (stereo not drawn)	2.7%	8%	2%	/	2%	0.9	75	1%	2.5%	-0.5%
COCCNC(=O)CN(c1cccc(OC)c1)S(=O)(=O)c1ccc(C)cc1	0.8%	-1%	-2%	-2%	2%	-0.1	63	8%	0.4%	-0.3%
O=c1[nH]nc(SCc2nnc(-c3ccc([N+](=O)[O-])cc3)o2)n1C1CCCCC1	0.6%	7%	2%	5%	-5%	1.5	53	2%	0.0%	-1.1%
O=C(N/N=C/c1ccc(OC(F)F)cc1)c1cccc(S(=O)(=O)N2CCOCC2)c1	1.2%	21%	5%	1%	10%	0.6	61	-3%	0.7%	0.6%
COc1ccccc1CN1CC(C(=O)NCCc2ccccc2Cl)CCC1=O (stereo not drawn)	-1.1%	10%	12%	-1%	30%	1.4	73	6%	2.3%	0.0%
O=C(OCC(=O)N1CCCCCC1)c1ccccc1Br	1.0%	/	/	4%	/	0.2	50	6%	1.9%[50 µM]	/
O=C(O)CCCC(=O)Nc1ccccc1C(=O)O	0.5%	-2%	4%	-2%	2%	-1.3	62	6%	8.9%	0.6%
CCC1SC(CC)C(=O)N(CC(=O)NC2CCCCC2)C1=O (stereo not drawn)	/	3%	2%	-2%	1%	/	/	6%	0.1%	-0.3%
CC(=O)N(c1ccccc1)C(C)c1nc(C#N)c(C#N)nc1C (stereo not drawn)	1.2%	18%	-1%	-4%	-4%	1.4	67	11%	1.1%[50 µM]	-1.0%
O=c1[nH]c2cc3c(cc2cc1C(c1nnnn1CC1CCCO1)N1CCCCCC1)OCO3 (stereo not drawn)	/	5%	-1%	/	5%	1.4	74	/	/	-0.1%
N#Cc1ccc(NC(=O)Cn2cnc(S(=O)(=O)N3CCc4ccccc43)c2)cc1	2.6%	23%	-1%	-14%	4%	2.4	59	4%	0.0%	0.3%
O=C(CCc1nc(-c2ccccc2F)no1)Nc1ccc(Oc2ccccc2)cc1	2.5%	12%	-7%	/	7%	4.6	76	4%	0.1%	0.2%
CCOc1cc(/C=C(\C(=O)O)c2ccc(S(=O)(=O)N3CCCC3)s2)ccc1OC	-0.1%	/	/	1%	/	-1.8	59	-5%	1.2%[50 µM]	/
CN(C)CCNc1ccc(Cl)cc1[N+](=O)[O-]	-0.1%	11%	1%	-1%	9%	-1.5	50	-1%	-5.2%	-0.2%
